# Luc counter = Kinase-Glo luciferase inhibition (counter-screen); Q27757; Kinase-Glo luciferase, ATP luminescence, 8 min; Potency, µM (series often up to 38.3 µM), inactives show at the highest dose activity change, negative = inhibition, most hits filed as inhibitors; 200,000 compounds, 0.28% hits; further: potency means the concentration at half of the fitted maximal effect; on the % scale 0 is the no-effect control and ±100 the full control effect; nearly all actives have a fitted effect of over 60% in size
#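 Compounds were added to a substrate mix at pH 7.2 (50 mM imidazole, 10 uM ATP, within the enzyme's linear range), followed by Kinase-Glo detection reagent; luminescence was measured after 8 minutes at ambient temperature.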
# SMN2 splice up = increases expression of the SMN2 splice variant | HEK293 SMN2-luciferase splicing reporter, luminescence, 30-36 h | 210,000 compounds, 2.8% hits | Potency, µM (doses to about 46.1 µM), for inactives: at the top dose activity change, positive = activation, hits mostly activators; further: potency means the concentration at half of the fitted maximal effect; % of control where 0% means no effect; nearly all actives have a fitted effect of over 55% in size
#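 qHTS luciferase splicing reporter: luminescence rises when SMN2 exon 7 is included in transfected HEK293 cells. Compound exposure lasted 30-36 h at 37C, with 4.5 mM final sodium butyrate as control, followed by a ONE-Glo read.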
# IMPase Li inh = membrane-permeable IMPase blocker, potentiated with lithium; CHO-M1 cells, IP1 TR-FRET (IP-One), carbachol + lithium; Potency, µM (top dose mostly 59.4 µM), for inactives: at the top dose activity, negative = IMPase inhibition, actives largely listed as inhibitors; 210,000 compounds, 0.35% hits; AID 1457;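 further: IP1 builds up when IMPase is blocked and the TR-FRET signal falls; potency means the concentration at half of the fitted maximal effect; plate controls were basal vehicle for no effect and high inhibitor control for full effect; nearly all actives have a fitted effect of over 50% in size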
#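 Test compounds were applied to CHO-M1 cells previously cultured for 16–30 h at 2000 per well. A small lithium amount accompanied them; after 30 min at 37C, IP1 was quantified by TR-FRET.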
# CBFb RUNX1 block = CBF-beta/RUNX1 interaction disruption. 230,000 tested, under 10 active. Q01196+Q13951. AlphaScreen CBFb-His/RUNX1-biotin binding, biochemical. Potency, µM (series often up to 59.8 µM), inactives show at the highest dose activity, negative = inhibition, actives largely listed as inhibitors; further: % of control where 0% means no effect
# Target sequence (Q01196 whole entry, looked up): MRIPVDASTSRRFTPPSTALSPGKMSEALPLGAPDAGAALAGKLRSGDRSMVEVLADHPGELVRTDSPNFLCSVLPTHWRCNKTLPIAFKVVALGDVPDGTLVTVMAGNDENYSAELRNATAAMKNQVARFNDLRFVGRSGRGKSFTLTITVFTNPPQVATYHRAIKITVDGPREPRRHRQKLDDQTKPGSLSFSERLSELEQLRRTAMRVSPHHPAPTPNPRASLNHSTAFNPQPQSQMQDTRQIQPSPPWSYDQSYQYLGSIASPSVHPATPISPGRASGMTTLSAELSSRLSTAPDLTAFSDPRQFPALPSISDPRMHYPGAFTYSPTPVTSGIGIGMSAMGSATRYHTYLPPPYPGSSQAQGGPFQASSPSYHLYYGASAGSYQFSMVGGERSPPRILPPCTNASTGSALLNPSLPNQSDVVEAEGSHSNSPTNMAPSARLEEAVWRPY
# Target sequence (Q13951 whole entry, looked up): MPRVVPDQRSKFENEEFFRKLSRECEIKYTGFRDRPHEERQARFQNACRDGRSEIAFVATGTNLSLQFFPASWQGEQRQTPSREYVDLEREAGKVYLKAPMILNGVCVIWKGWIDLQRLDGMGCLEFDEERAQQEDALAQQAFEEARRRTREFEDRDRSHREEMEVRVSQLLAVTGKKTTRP
#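 Read-out: AlphaScreen. Format: His-CBF-beta with biotinylated RUNX1 (30 nM each) preincubated 20 min, compound 15 min, Ni-chelate plus streptavidin beads 90 min; room temperature throughout.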
# LMNA splice mod = changes lamin A minigene splicing in HeLa cells; HeLa LMNA splicing GFP/RFP minigene ratio, 48 h; Potency, µM (titrated, usually from 46.1 µM), inactives show at the highest dose ratio change, negative = inhibition, actives largely listed as inhibitors; 200,000 compounds, 0.01% hits; AID 1487; active means well fitted inhibition curve with a large enough effect in the signal ratio, with a control signal flat, not every such curve was filed as active; inconclusive means small, poorly fitted or top-dose-only effect, or effect the other way, or a change in a side signal; the % refers to the signal ratio; further: potency means the concentration at half of the fitted maximal effect; on the % scale 0 is the no-effect control and ±100 the full control effect
#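 Read-out is the ratio of GFP to DsRed2 object intensity, acquired by 488 nm laser-scanning cytometry on HeLa lamin A-EGFP minigene reporter cells. Compound incubation 48 hrs at 37 °C in Opti-MEM with 2% FBS; DMSO 0.5% final.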
# HTT aggregate = mutant huntingtin aggregation inhibition; Potency, µM (highest dose often 46.1 µM), for the others: at the highest dose activity change, negative = inhibition, hits mostly inhibitors; 220,000 compounds, 1.1% hits; PC12 HttQ103-GFP aggregates, Acumen cytometry, 40 h; AID 1688; further: potency means the concentration at half of the fitted maximal effect; on the % scale 0 is the no-effect control and ±100 the full control effect; nearly all actives have a fitted effect of over 60% in size
#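 Quantitative HTS on tebufenozide-induced (100 nM) PC12 cells stably expressing polyQ103 Huntingtin exon 1–GFP. Reduction of bright GFP aggregates, detected by laser scanning cytometry after lysis, identified actives across the titration.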
# HTT cytoprotect = protects HTT-Q103 PC12 cells, measured by ATP. PC12 HTT-Q103 induced, cytoprotection, ATP luminescence, 40 h. Potency, µM (series often up to 56.4 µM), without a hit: cytoprotection (ATP increase), hits mostly activators. 230,000 compounds, 0.14% hits. AID 1471;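 further: potency means the concentration at half of the fitted maximal effect; % of control where 0% means no effect; nearly all actives have a fitted effect of over 45% in size; toxic huntingtin expression switched on by the ecdysone agonist tebufenozide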
#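 Huntington model: PC12 line, ecdysone-inducible HTTQ103 exon1–GFP, tebufenozide 100 nM. Test articles in a dose series. Endpoint luminescence from cellular ATP.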
# Starred values were filed as active, the others as inactive; ? = inconclusive; · = no result given; & = joins results of further samples; [ ] = dose if it differs, or a comment. Unless noted, the call rests on the fitted dose curve; in most records, active means well fitted curve in the direction sought with a large enough effect; inconclusive means small, poorly fitted or top-dose-only effect, or another doubt; inactive means no such curve, though single readings can be large; an effect the other way counts as inactive or inconclusive.
# Value order: HTT cytoprotect | IMPase Li inh | CBFb RUNX1 block | SMN2 splice up | Luc counter | HTT aggregate | LMNA splice mod
CCc1ccc2nc(SCC(=O)N3CC(=O)Nc4ccccc43)c(C#N)cc2c1
  -9%[10 µM] | 16% | -2% | 26% | 2% | 14% | ?
Nc1ncnc2c1[nH]c(=O)n2C1CC(O)C(CO)O1 (centres undefined)
  · | 6% | · | 2% | -2% | · | -6%
COc1cc(/C=C/C(=O)OCC(=O)Nc2ccccc2Cl)cc(OC)c1OC
  13% | -29% | -7% | 0% | 1% | 7% | -5%[46 µM]
COc1ccc(Oc2nccc(-c3ccc(F)cc3)c2C#N)cc1
  -1% | 28µM* | -3% | -4% | -4% | -7% | 2%
COc1ccc(Cc2nnc(NC(=O)c3cccs3)s2)cc1
  -11% | -1%[38.3 µM] | 5% | -7% | 11% | 9% | 7%
COCCn1c(SCC(=O)c2c(N)n(C)c(=O)n(C)c2=O)nc2ccccc21
  ? | 5% | 8% | 29% | -3% | 0% | ·
Cc1ccc(S(=O)(=O)Cn2nnnc2C(CC(C)C)N2CCN(c3ccccc3)CC2)cc1 (centres undefined)
  2%[1.9 µM] | 17% | 26% | -36%[inhibitor] | -3% | 1% | -4%
CC(CC(=O)O)CC(=O)Nc1ccc(S(N)(=O)=O)cc1 (centres undefined)
  9% | -11%[38.3 µM] | 2% | -7% | 0% | 9% | 12%
O=C(Nc1ccc(Cl)cc1F)c1cc(S(=O)(=O)N2CCCCC2)ccc1F
  · | -11% | 7% | -13% | 3% | 3% | 2%
CCC12CC3CC(C1)CC(C(=O)O)(C3)C2
  -36% | 5%[38.3 µM] | 1% | -13% | -1% | 12% | 6%
Cc1c(C(=O)N2CCCC2)sc(NC(=O)c2ccccc2)c1C#N
  33%[10 µM] | -3% | -6% | 3% | 0% | -12% | -3%
COc1ccc(NC(=S)NC(C)Cc2cccs2)cc1 (centres undefined)
  -126%[inhibitor] | 6% | -14% | 8% | 2% | 2% | -2%[46 µM]
CCCCCCNC(=O)c1ncn[nH]1
  ? | · | -2% | · | · | 9%[9.22 µM] | ·
O=C1CC(N2CCN(Cc3ccc4c(c3)OCO4)CC2)C(=O)N1c1cccc(Cl)c1 (centres undefined)
  -14% | 36%[activator][38.3 µM] | -3% | 21% | -3% | 16% | -3%
CCCNc1ccc(S(=O)(=O)N(CC)CC)cn1
  6%[10 µM] | 5% | -6% | 5.6µM* | -5% | -8% | -4%
Cn1nc(C(=O)OCc2ccc(Br)cc2F)c2ccccc2c1=O
  -35%[inhibitor] | 12% | 10% | -25% | -1% | -10% | ·
Cc1nc(C)n(CC(=O)N2CCCC(C(=O)c3cccc4ccccc34)C2)n1 (centres undefined)
  -35%[inhibitor] | 6% | 13% | · | 3% | -29% | ·
O=C(c1cnccn1)N1CCC2(CC1)CCN(C(c1ccccc1)c1ccccc1)CC2
  ? | -10% | · | -3% | 1% | · | ·
Cc1ccccc1C1CCCN(Cc2nc(C3CC3)no2)C1 (centres undefined)
  18%[10 µM] | 4% | 11% | · | · | 6%[9.22 µM] | ·
Cc1ccc(S(=O)(=O)N2CC(=NO)C2)cc1
  11%[10 µM] | -11%[38.3 µM] | -2% | 2% | -3% | 4% | 5%
CCOc1ccccc1NC(=O)CSc1nnc2ccc(-c3cccnc3)nn12
  -35%[inhibitor] | -3% | 0% | 24% | 0% | -9% | 2%[1.84 µM]
O=C(NCCOC(=O)C1COc2ccccc2O1)c1cccnc1 (centres undefined)
  15% | -1%[38.3 µM] | 6% | -7% | -1% | -3% | 1%
CCCS(=O)(=O)c1snnc1C
  16% | 29%[38.3 µM] | 7% | -2% | -2% | 5% | 28%
Cc1ccc2c(C)nc(SC(C(=O)c3ccccc3)c3ccccc3)nc2c1 (centres undefined)
  21%[10 µM] | ? | 1% | 5% | 3% | 25% | -5%
CSc1sccc1/C=N/O
  2%[10 µM] | · | 8% | · | · | 13%[9.22 µM] | ·
CC(=NC1CCN(Cc2ccccc2)CC1)c1c(O)[nH]c(=O)[nH]c1=O
  -8%[0.074 µM] | 9%[38.3 µM] | 2% | -8% | 2% | 1% | 4%
CN(CCOc1ccccc1)CC(=O)Nc1ccc(S(=O)(=O)N2CCCC2)cc1
  1%[10 µM] | · | 13% | · | · | -4%[9.22 µM] | 7%[46 µM]
COc1ccc(CCN2C(=O)c3cccc4c(C(=O)N5CCCCC5)ccc(c34)C2=O)cc1OC
  -18%[10 µM] | 15% | 1% | -74%[inhibitor] | 0% | ? | ?
COc1cccc(CNC(=O)C2CCCN(c3nc4ccccc4o3)C2)c1 (centres undefined)
  -8%[0.074 µM] | 4%[38.3 µM] | 6% | -21% | -2% | 0% | 14%
O=C(OCCN1CCOCC1)c1cccnc1
  -14%&0% | -14%&20%[38.3 µM] | -15%&-3% | -5%&-8% | 4%&7% | -5% | 14%&16%
O=C(Nc1ccc(F)c(F)c1)c1ccc(F)c(S(=O)(=O)N2CCOCC2)c1
  18% | · | 1% | · | · | -7% | ?
CC(C)OC(=O)c1cccc(NC(=O)c2ccccc2)c1
  -8%[10 µM] | 9% | 18% | ? | -4% | ? | -18%
COC(=O)c1cnn(-c2cc(Oc3ccccc3)ncn2)c1N
  0% | · | 8% | · | · | 6% | -2%
Cc1nc(SC2C=CS(=O)(=O)C2)n[nH]1 (centres undefined)
  -4% | -14%[38.3 µM] | -4% | 3% | -3% | 9% | 1%
Cc1cccc(N2CCC(N3CCN(C4CCCCC4)C(CCO)C3)CC2)c1C (centres undefined)
  ? | 3% | · | · | -3% | 28%[9.22 µM] | 10%[46 µM]
O=C(Nc1ccccc1)N1CC2(CCN(C(=O)c3cnccn3)CC2)C1
  -30% | -2% | · | 6% | -3% | · | ·
Cn1c2c(c(=O)n(C)c1=O)CN(Cc1ccc(F)cc1)CN2
  -10% | -2%[38.3 µM] | 2% | -2% | -3% | 11% | 7%
Cc1cc(NS(=O)(=O)c2ccc(NC(=O)c3ccco3)cc2)nc(C)n1
  8% | -4%[38.3 µM] | 0% | 0% | -6% | -2% | -1%
CCn1nccc1C(=O)Nc1ccc(Cl)c(Cl)c1
  39%[10 µM] | 13% | 21% | ? | 0% | -24% | -9%
S=C(NCCc1ccccn1)Nc1ccc(Cl)c(Cl)c1
  23%[10 µM] | -5% | -1% | -10% | 1% | 2% | ?
Cc1ccc(-n2ncc(Br)c(Br)c2=O)cc1
  -97%[inhibitor][10 µM] | ? | 4% | -104%[inhibitor] | -3% | · | ·
Oc1ccc(C2=NNC(=NCc3ccc4c(c3)OCO4)SC2)c(O)c1
  -26%[1.9 µM] | 6% | ? | 28% | 0% | ? | ?
CC(=O)Nc1ccc(NC(=O)C(=O)c2cn(CC(=O)N3CCCCC3)c3ccccc23)cc1
  -50%[inhibitor] | ? | -8% | -45% | -1% | 12% | ·
COc1cc(C(C[N+](=O)[O-])c2c(C)[nH]c3ccccc23)cc(OC)c1OC (centres undefined)
  37%[10 µM] | 17%[38.3 µM] | -12% | ? | 1% | 19% | -10%
Cc1ccc(Nc2ncc3c(n2)CC(C)CC3=O)c(C)c1 (centres undefined)
  -1%[10 µM] | · | 2% | · | · | 4%[9.22 µM] | ·
O=C(O)c1cccc(N2CCCCS2(=O)=O)c1
  -11% | 33%[38.3 µM] | 3% | 10% | 1% | -17% | 10%
O=C(COC(=O)c1cccnc1)c1ccc(Cl)cc1
  8% | 16%[38.3 µM] | -3% | -20% | -9% | -3% | ?
N#Cc1cccc(NC(=O)N2CCCC3(CCN(C(=O)c4ccco4)CC3)C2)c1
  -15% | 20% | · | -15% | -4% | · | ·
CCc1sc(C(=O)Nc2ccsc2C(=O)OC)cc1Br
  4% | 8%[38.3 µM] | 16% | -18% | -3% | 9% | -3%
Cc1cc(C(=O)Cn2cnc3cc([N+](=O)[O-])ccc3c2=O)c(C)n1CC1CCCO1 (centres undefined)
  -53%[inhibitor] | 8% | -19% | 17% | 0% | -6% | ·
CNC(=S)NNC(=O)c1ccccc1Cl
  4%[10 µM] | · | 7% | · | · | -6%[9.22 µM] | ·
CC(CCc1ccccc1)NC(=O)c1ccc(NC(=O)c2cccc(Br)c2)cc1 (centres undefined)
  · | -16% | 4% | -74%[inhibitor] | 2% | -7% | 7%
O=C(/C=C/c1ccc2c(c1)OCO2)c1ccc[nH]1
  · | 5% | 2% | 16µM* | -18% | -7% | ?
Nc1ccccc1Sc1nc2ccccc2[nH]1
  -17% | 25% | -27% | 22% | 1% | -3% | ?
O=C1Cc2ccccc2C(c2ccc(Br)cc2)N1 (centres undefined)
  2% | 17%[38.3 µM] | -3% | -44%[inhibitor] | -5% | -32% | -14%
CCC(=O)Nc1cccc(-c2csc(-c3ccccc3)n2)c1
  -1%[10 µM] | -7% | -8% | ? | 0% | 24% | ?
Clc1ccc2ncc(-c3nnnn3-c3ccccc3)c(-c3ccccc3)c2c1
  -51%[inhibitor] | 15%[38.3 µM] | 2% | -6% | -2% | -18% | ?
COc1cccc(C(=O)NC(=S)N2CCN(c3ccc(C(F)(F)F)cc3[N+](=O)[O-])CC2)c1
  ? | 7% | -13% | -17% | -1% | -9% | -10%
COC(=O)CCC(=O)Nc1c(C)n(C)n(-c2ccccc2)c1=O
  · | 3% | 6% | 6% | 1% | · | ·
N#Cc1cnc(NN)nc1
  -1%[10 µM] | -1% | -18% | -5% | 0% | -5% | ?

# (listing goes on)
# Value order: HTT cytoprotect | IMPase Li inh | CBFb RUNX1 block | SMN2 splice up | Luc counter | HTT aggregate | LMNA splice mod
CCN(CC)CCCNC(=O)c1ccc(OCC(=O)Nc2ccccc2C(F)(F)F)c(OC)c1
  -43%[inhibitor] | 17% | 15% | 16% | -1% | ? | ·
CCNc1nc(Cl)nc(N(NC(C)=O)C(C)C)n1
  3%[10 µM] | · | 4% | · | · | -3%[9.22 µM] | ·
CC(=O)c1cccc(N/C=C\C(=O)c2ccc(C)cc2)c1
  2%[10 µM] | -4% | 2% | 6.3µM* | -5% | 22% | -1%
O=[N+]([O-])c1cccc(C(=Nc2cccc(Cl)c2)NO)c1
  26%[10 µM] | 1% | -3% | -4% | 1% | -19% | ?

# Looked up by structure from above (two):
# Value order: HTT cytoprotect | IMPase Li inh | CBFb RUNX1 block | SMN2 splice up | Luc counter | HTT aggregate | LMNA splice mod
COc1ccc(NC(=S)NC(C)Cc2cccs2)cc1 (centres undefined)
  -126%[inhibitor] | 6% | -14% | 8% | 2% | 2% | -2%[46 µM]
Cc1ccc(-n2ncc(Br)c(Br)c2=O)cc1
  -97%[inhibitor][10 µM] | ? | 4% | -104%[inhibitor] | -3% | · | ·
